Screening data from PubChem.
UBC13 inh: UBC13 polyubiquitin chain formation inhibitors, primary screen, biochemical, TR-FRET, uHTS; Ubiquitin-conjugating enzyme E2 N (Homo sapiens), P61088; AID 485273, 2010; hit rate 0.47% among 330,000; inhibition, % at 20 µM; in the data active = inhibition above about 45%, passing the limit was not always enough
Target sequence (P61088 whole entry, looked up): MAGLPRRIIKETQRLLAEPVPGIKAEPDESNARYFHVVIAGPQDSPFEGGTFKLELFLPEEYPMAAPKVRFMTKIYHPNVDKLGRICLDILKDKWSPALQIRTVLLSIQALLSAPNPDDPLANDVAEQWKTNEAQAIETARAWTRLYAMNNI
SENP7 block: SENP7 protease inhibitors, primary screen, biochemical, luminescence, uHTS; recombinant SENP7, Z-RLRGG-aminoluciferin luminescence, 40 min; hit rate 1.5% among 330,000; inhibition, % at 5 µM; Sentrin-specific protease 7 (Homo sapiens), Q9BQF6;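 active = inhibition above about 50% at the single test dose, limit read from the data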;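 note: plate controls were DMSO with enzyme for no effect and no enzyme buffer wells for full effect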
Target sequence (Q9BQF6 706-1050 limits assumed): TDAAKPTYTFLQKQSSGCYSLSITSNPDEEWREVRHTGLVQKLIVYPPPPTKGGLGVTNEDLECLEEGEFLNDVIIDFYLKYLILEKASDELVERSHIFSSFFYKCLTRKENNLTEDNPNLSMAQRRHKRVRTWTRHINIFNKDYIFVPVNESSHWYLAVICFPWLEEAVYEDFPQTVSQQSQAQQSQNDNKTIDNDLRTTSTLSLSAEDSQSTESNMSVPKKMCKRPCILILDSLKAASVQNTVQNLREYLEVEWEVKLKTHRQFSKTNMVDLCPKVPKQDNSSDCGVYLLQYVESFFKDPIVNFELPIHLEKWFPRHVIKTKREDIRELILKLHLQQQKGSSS
697 NFkB inh: inhibitors of PMA/ionomycin-induced NF-kB reporter, 697 cells, primary screen, B-cell NF-kB inhibitor project, cell-based, luminescence, uHTS; 697 B-cell NF-kB luciferase reporter, 16 h; inhibition, % at 4 µM; hit rate 0.33% among 330,000; in the data active = inhibition above about 35%
HKDC1 inhibitor: HKDC1 hexokinase inhibitors, primary screen, biochemical, fluorescence, uHTS | Q2TB90 | recombinant HKDC1, G6PDH/diaphorase resazurin coupled fluorescence | inhibition, % at 20 µM | hit rate 0.16% among 340,000 | AID 493160, 2011;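 active = inhibition above about 35% when tested at 20 µM, limit read from the data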;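 note: plate controls were DMSO wells with enzyme for no effect and DMSO wells lacking enzyme for full effect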
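test system = in-house recombinant HK5 (HKDC1) enzyme | amount = HKDC1 at 5 µg/mL | control set = DMSO-enzyme wells negative, buffer-substituted wells positive | compound = one dose of 20 µM, 1% DMSO | schedule = reaction time 90 min, room temperature, protected from light | technique = resorufin fluorescence at 613 nm | reagent = glucose with 1 mM ATP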
SENP8 inh: SENP8 protease inhibitors, primary screen, biochemical, luminescence; purified SENP8, Z-RLRGG-aminoluciferin cleavage; inhibition, % at 10 µM; hit rate 1.2% among 330,000; AID 2540, 2010
Target sequence (Q96LD8 whole entry, looked up): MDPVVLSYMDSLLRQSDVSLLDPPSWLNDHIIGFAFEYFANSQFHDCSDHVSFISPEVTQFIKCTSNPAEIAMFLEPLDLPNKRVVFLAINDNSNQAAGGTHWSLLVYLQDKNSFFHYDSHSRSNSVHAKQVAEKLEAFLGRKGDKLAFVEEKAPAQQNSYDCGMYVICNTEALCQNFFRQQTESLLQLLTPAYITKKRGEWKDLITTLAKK
Gli-Sufu antag: Gli-Sufu pathway antagonists, primary screen, luciferase luminescence, Sufu-KO-LIGHT cells, uHTS | Sufu-KO-LIGHT fibroblasts, Gli luciferase reporter luminescence | inhibition, % at 5 µM | hit rate 0.74% among 340,000 | AID 588413, 2011;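 active = inhibition above about 55%, limit read from the data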;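 note: 0% = DMSO-treated cells and 100% = wells with medium but no cells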
Jurkat NFkB inh: inhibitors of induced NF-kB luciferase reporter, primary screen, TCR NF-kB activation inhibitor project, cell-based, luminescence, uHTS; hit rate 0.53% among 330,000; inhibition, % at 4 µM; Jurkat, PMA/ionomycin-induced NF-kB luciferase reporter
Apaf1 inhib: inhibitors of human Apaf-1 apoptosome, primary screen, biochemical, DEVD-Rh110 fluorescence, uHTS; reconstituted apoptosome caspase-3 activity; AID 489030, 2010; inhibition, % at 20 µM; hit rate 0.71% among 330,000; active = inhibition of at least 40% at 20 µM;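 note: plate controls were DMSO wells for no effect and DEVD-CHO caspase inhibitor wells for full effect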
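System – cell-free apoptosome with Apaf-1, procaspase-3 and caspase-9 · Buffer or medium – pH 7.5 Hepes buffer with CHAPS, BSA, DTT · Also added – cytochrome c with DEVD-Rh110 · Times – 30 min compound preincubation, 50 min activation, room temperature · Technique – Rh110 fluorescence intensity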
* hit, by the source's call; x = no result given. Cut-off read from the data, not from the text of the source, unless noted: active = inhibition above about 50%; inactive = the rest.

SMILES | UBC13 inh | SENP7 block | 697 NFkB inh | HKDC1 inhibitor | SENP8 inh | Gli-Sufu antag | Jurkat NFkB inh | Apaf1 inhib
O=C(COc1cccnc1[N+](=O)[O-])c1c[nH]c2ccccc12 | -3 | 2 | 12 | 6 | -5 | -17 | -5 | -8
O=C(c1cccc(Cl)c1)N1CCC(c2nc3ccccc3[nH]2)CC1 | 13 | 12 | 0 | -6 | 1 | 13 | 4 | -14
Cc1cc(NC(=O)COc2ccc3ccccc3c2)no1 | -8 | -3 | -11 | -2 | -16 | -18 | -23 | -14
CC(=O)c1ccc(NC(=O)CSc2nnc(C3CC3)n2C)cc1 | 5 | 0 | 3 | 0 | 3 | 38 | -3 | -1
CN(Cc1ccc(-n2cccn2)cc1)Cc1cn(C)nc1-c1ccccc1F | -9 | -7 | 6 | -8 | -3 | 19 | -14 | 9
Clc1nc(-c2n[nH]nc2Cl)n[nH]1 | 6 | 9 | -5 | -6 | -5 | 4 | -15 | 2
COc1ccc2oc(C(=O)OCC(=O)N(C)c3c(N)n(Cc4ccccc4)c(=O)[nH]c3=O)c(C)c2c1 | 4 | 4 | 11 | 2 | 0 | 7 | 6 | 6
COc1cc(SC)ccc1C(=O)NCc1ccccc1 | -6 | 1 | 3 | 8 | -6 | -14 | -2 | 4
O=C1NC2(CCCCCC2)C(=O)N1Cc1ccccc1 | 6 | 6 | -14 | -2 | 0 | 6 | 7 | 0
COC(=O)CSc1nc2cc(C)ccc2cc1C#N | 0 | -4 | -132 | -5 | 7 | -89 | -142 | 10
COc1ccc(C)cc1S(=O)(=O)NC(C)C(=O)Nc1ccc2c(c1)OCO2 (stereo not given) | 2 | 0 | -1 | 6 | -2 | -20 | 8 | 4
O=C(Cn1nc(C(F)F)cc1C(F)F)N/N=C/c1ccc2c(c1)OCO2 | -2 | -5 | 0 | -5 | -10 | 3 | -6 | 4
COc1cc(/C=N/n2cc(-c3ccccc3)[nH]c2=S)cc(OC)c1O | -11 | -4 | -21 | 24 | -4 | -9 | 0 | 2
Cc1cc(Cl)ccc1OCc1nc(-c2ccncc2)no1 | 2 | -18 | -113 | -7 | -8 | -99 | -89 | 11
CCC1CCCCN1CCCNC(=O)COc1cc(=O)n(C)c2ccccc12 (stereo not given) | -11 | 7 | -47 | -5 | 3 | 12 | -11 | 13
COC(=O)CN1C(=O)C(O)=C(C(C)=O)C1c1ccc([N+](=O)[O-])cc1 (stereo not given) | -12 | -5 | -7 | -5 | -13 | x | 2 | -3
CCCNc1nc(-c2cc(-c3ccc(Cl)cc3)on2)cc(C(C)C)n1 | 5 | -2 | 19 | -2 | -12 | -1 | 10 | 16
O=C(CSc1nnc2ccc(-c3cccnc3)nn12)Nc1ccccc1F | 2 | 8 | -1 | 2 | -5 | -9 | -2 | -3
CCC(=O)Nc1cccc(NC(=S)NC(=O)Cc2ccccc2)c1 | 6 | -12 | 13 | 5 | -2 | 0 | 0 | -8
CS(=O)(=O)N1CCc2cc(C(=O)N3CCN(c4ccc(F)cc4)CC3)ccc21 | -8 | 3 | 0 | -6 | 12 | 1 | 8 | -4
O=C(COC(=O)Cc1ccc(S(=O)(=O)N2CCOCC2)s1)Nc1ccccc1Cl | -21 | -4 | 7 | -5 | -12 | 4 | -14 | 1
O=C(NC1CCN(C(=O)c2cccs2)CC1)c1ccccc1 | 2 | 5 | 11 | -4 | 13 | 7 | -2 | -15
COc1ccc(/C=N\NC(=O)C2=NNC(=O)C2C)cc1 (stereo not given) | 0 | 41 | -10 | 8 | 15 | 6 | -11 | -3
O=C(NCc1ccc(OC(F)(F)F)cc1)C1CC2Cn3c(nc4ccccc43)C2N1Cc1ccccc1 (stereo not given) | 10 | -2 | 13 | 1 | 2 | 22 | 8 | 10

Ordered by SMILES length (falling): seven of the compounds above.
SMILES | UBC13 inh | SENP7 block | 697 NFkB inh | HKDC1 inhibitor | SENP8 inh | Gli-Sufu antag | Jurkat NFkB inh | Apaf1 inhib
O=C(COC(=O)Cc1ccc(S(=O)(=O)N2CCOCC2)s1)Nc1ccccc1Cl | -21 | -4 | 7 | -5 | -12 | 4 | -14 | 1
COc1cc(/C=N/n2cc(-c3ccccc3)[nH]c2=S)cc(OC)c1O | -11 | -4 | -21 | 24 | -4 | -9 | 0 | 2
CCCNc1nc(-c2cc(-c3ccc(Cl)cc3)on2)cc(C(C)C)n1 | 5 | -2 | 19 | -2 | -12 | -1 | 10 | 16
O=C(CSc1nnc2ccc(-c3cccnc3)nn12)Nc1ccccc1F | 2 | 8 | -1 | 2 | -5 | -9 | -2 | -3
CCC(=O)Nc1cccc(NC(=S)NC(=O)Cc2ccccc2)c1 | 6 | -12 | 13 | 5 | -2 | 0 | 0 | -8
COc1ccc(/C=N\NC(=O)C2=NNC(=O)C2C)cc1 (stereo not given) | 0 | 41 | -10 | 8 | 15 | 6 | -11 | -3
Cc1cc(Cl)ccc1OCc1nc(-c2ccncc2)no1 | 2 | -18 | -113 | -7 | -8 | -99 | -89 | 11

Next records follow.
SMILES | UBC13 inh | SENP7 block | 697 NFkB inh | HKDC1 inhibitor | SENP8 inh | Gli-Sufu antag | Jurkat NFkB inh | Apaf1 inhib
COc1ccc(COC(=O)C2=C(C)NC(=O)NC2c2ccc(O)c(OC)c2)cc1 (stereo not given) | 9 | -5 | -9 | -8 | -5 | 3 | -8 | -11
O=C(NCC1CCCO1)c1cnn2c(C(F)F)cc(C3CC3)nc12 (stereo not given) | 2 | -5 | 6 | 21 | -3 | -12 | -7 | 6
CCc1nnc(NC(=O)CCC(=O)N2CCN(Cc3cc(Cl)ccc3OC)CC2)s1 | -10 | -10 | -11 | -8 | -14 | -2 | -3 | 16
CCC(NC(=O)CCc1ccccc1)c1ccccc1 (stereo not given) | 1 | 4 | -1 | -5 | 0 | 0 | -9 | 1
COc1ccc(-c2nc(CSCC(=O)NCC3CCCO3)c(C)o2)cc1OC (stereo not given) | 2 | 0 | 3 | -3 | -3 | 3 | 3 | -11
Cc1cc(C)n2nc(SCC(=O)N3CCCC(C)C3)nc2n1 (stereo not given) | -3 | 2 | 1 | -6 | -13 | 2 | -1 | 11
O=S(=O)(Nc1ccc(-c2ccc3nncn3n2)cc1)c1ccccc1Cl | -2 | 4 | 22 | 15 | -6 | -11 | 1 | 7
COc1ccc(C(C)=O)cc1COC(=O)CCC(=O)N(CC(C)C)c1c(N)n(CC(C)C)c(=O)[nH]c1=O | -4 | -15 | -1 | -7 | -11 | -5 | -22 | 10
COc1ccc(Nc2nc3cc(C)ccc3cc2C#N)cc1 | 43 | 1 | 3 | 0 | -5 | 5 | 5 | -1
NS(=O)(=O)c1ccc(NNC(=O)c2ccc(Br)o2)c([N+](=O)[O-])c1 | -88 | 4 | -6 | 7 | 10 | -4 | 7 | 6
COc1ccc(S(=O)(=O)NNC(=O)Nc2ccc(F)cc2F)c(OC)c1 | -1 | 0 | 4 | -5 | 1 | 0 | -10 | -2
Cc1csc2nc(O)c(C(=O)NCCCN3CCCC3=O)c(=O)n12 | 1 | -8 | -1 | 4 | -1 | -1 | -11 | -1

Individual results from the list.
Entry of COc1ccc(COC(=O)C2=C(C)NC(=O)NC2c2ccc(O)c(OC)c2)cc1 (stereo not given) in HKDC1 inhibitor: -8
Entry of COc1ccc(Nc2nc3cc(C)ccc3cc2C#N)cc1 in HKDC1 inhibitor: 0

Other structures.
SMILES | UBC13 inh | SENP7 block | 697 NFkB inh | HKDC1 inhibitor | SENP8 inh | Gli-Sufu antag | Jurkat NFkB inh | Apaf1 inhib
O=C(CN(c1cccc(C(F)(F)F)c1)S(=O)(=O)c1ccc(Cl)c([N+](=O)[O-])c1)NCc1ccccc1Cl | -5 | 1 | 16 | 0 | -14 | 6 | -14 | 17
CC(=O)CCc1c(C)c2cccc(C)c2[nH]c1=O | -3 | 4 | -1 | -14 | 3 | -33 | 2 | -9
Nc1cc(C(=O)O)ccc1N1CCCCC1 | -10 | -4 | 22 | -3 | -9 | 6 | -3 | 3
c1ccn(-c2ccc(-c3ccn[nH]3)cc2)c1 | -3 | 15 | -78 | -3 | 4 | -72 | -83 | -6
Cc1cc(C(=O)NCCN2CCN(c3cccc(Cl)c3)CC2)n(-c2ccccc2)n1 | 8 | -6 | -11 | 1 | 1 | -11 | 43 | 14
O=[N+]([O-])c1cc(S(=O)(=O)NCCc2ccccn2)ccc1Cl | 2 | -1 | 14 | -2 | -1 | -12 | -5 | -6
Cc1ccc(C)c(N2CCN(C(=O)C3CCCN(c4ncnc5c4nc4n5CCCCC4)C3)CC2)c1 (stereo not given) | 1 | 16 | -51 | 2 | -11 | 43 | 1 | 21
O=C(c1ccc2ccccc2n1)N1CCN(c2ccccn2)CC1 | -4 | -8 | 0 | -1 | -8 | 13 | -37 | 9
COC(=O)c1cc(Br)c(=O)n(-c2ccccc2OC)c1 | 17 | 2 | 9 | -10 | -1 | -4 | 15 | -7
CCOC(=O)c1c(CC(C)C)csc1NC(=O)COC(=O)c1cc(OC)c(OC)cc1[N+](=O)[O-] | -6 | 9 | -16 | -7 | -1 | 56* | -1 | 5
CC(C)CN(CCNC(=O)CC1Oc2ccccc2NC1=O)CC(C)C (stereo not given) | 2 | 3 | 2 | -4 | -5 | -2 | 7 | 0
CC(C)(C)C(=O)Nc1nc(-c2ccc3c(c2)OCO3)cs1 | -9 | 6 | -130 | 1 | 7 | -108 | -112 | 11
COc1ccc(C(=O)NCc2nnc(SCC(=O)NC3CCCC3)o2)cc1 | 2 | 3 | 14 | -2 | 7 | -13 | -14 | 1
CCC(C)NC(=O)Cn1c(=O)n(CCCCCC(=O)Nc2ccccc2)c(=O)c2sccc21 (stereo not given) | 1 | -7 | -7 | -10 | -15 | -4 | -7 | -4
CCOC(=O)COc1cccc2c(=O)n(CC(=O)NCc3ccc(F)cc3)ccc12 | -5 | -2 | -14 | -6 | -1 | 49 | 72* | 7
Cc1cc(N(C)Cc2ccccc2)nc2cc(O)ccc12 | 41 | 3 | -7 | 9 | 4 | -2 | -9 | 2
Cc1nc(CN2CCN(C(=O)c3ccc(Br)cc3)CC2)cs1 | 3 | -8 | 9 | -6 | -10 | -1 | 4 | -3
COc1ccccc1NS(=O)(=O)c1cccc(NC(=S)NCCN2CCOCC2)c1 | -2 | 2 | -4 | -13 | -4 | 2 | -6 | 10
COc1cccc(C=NCCCN=Cc2cccc(OC)c2O)c1O | 4 | 0 | 8 | 0 | -1 | 4 | -2 | 13
O=Cc1ccc(OC(=O)c2cccnc2)cc1 | 3 | 5 | 13 | -7 | -5 | -23 | -9 | 0
O=C(Cc1ccc([N+](=O)[O-])cc1)Nc1cccc(C(=O)N2CCCCC2)c1 | 0 | 6 | -9 | -6 | -1 | 4 | 5 | 10
O=S(=O)(c1ccc(Cl)cc1)N1CCN(c2ncnc3sccc23)CC1 | 2 | 4 | -30 | 0 | -2 | 50 | 12 | 17
CCN1CCN(CCCN(Cc2ccco2)C(=S)Nc2ccc(C)c(Cl)c2)CC1 | -4 | 6 | 0 | -1 | 2 | 17 | -24 | -1
O=C(NCC1CCCO1)[C@@H]1CSC2c3ccccc3C(=O)N21 (stereo not given in full) | -6 | 4 | -6 | -7 | 2 | -1 | -16 | 0
Cc1nn2c(-c3ccc(S(=O)(=O)N4CCN(C)CC4)o3)nnc2c2ccccc12 | 28 | -2 | 4 | -8 | 3 | 3 | 1 | 9
COc1ccccc1S(=O)(=O)Cc1ccc(C(=O)N2CCN(c3ccccc3)CC2)o1 | 0 | -3 | 16 | 1 | -8 | -6 | 6 | -3
COc1ccc(C)cc1NC(=O)NCc1ccccn1 | 7 | -2 | 13 | 6 | -3 | 3 | 8 | -7
COc1ccc([C@@H]2Sc3ccccc3NC(=O)[C@@H]2O)cc1 | -6 | -4 | 10 | 1 | -10 | 4 | 5 | -2
